# Screens (PubChem BioAssay)
# TrxR1 inh: rat TrxR1 inhibition; O89049; recombinant rTrxR1, NADPH fluorescence consumption, selenite substrate; Potency, µM (highest dose often 114 µM), without a hit: top-dose activity change, negative = inhibition, hits mostly inhibitors; 390,000 compounds, 1% hits; AID 588453; further: on the % scale 0 is the no-effect control and ±100 the full control effect; nearly all actives have a fitted effect of over 65% in size
# Target sequence (O89049 whole entry, looked up): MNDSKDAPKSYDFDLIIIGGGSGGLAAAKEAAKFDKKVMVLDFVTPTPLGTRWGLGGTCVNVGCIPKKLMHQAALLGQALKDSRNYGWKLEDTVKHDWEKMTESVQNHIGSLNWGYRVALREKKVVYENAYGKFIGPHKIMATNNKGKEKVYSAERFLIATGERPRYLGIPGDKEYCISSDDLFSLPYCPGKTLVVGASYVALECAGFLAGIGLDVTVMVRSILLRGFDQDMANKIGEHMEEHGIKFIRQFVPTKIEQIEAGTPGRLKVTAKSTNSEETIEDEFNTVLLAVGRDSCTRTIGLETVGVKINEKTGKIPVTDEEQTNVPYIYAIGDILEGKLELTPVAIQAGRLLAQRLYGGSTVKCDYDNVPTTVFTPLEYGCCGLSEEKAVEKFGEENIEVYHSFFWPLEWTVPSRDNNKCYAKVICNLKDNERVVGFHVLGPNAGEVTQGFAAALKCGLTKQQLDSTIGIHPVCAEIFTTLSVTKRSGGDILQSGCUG
#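 Rat TrxR1 (90 nM in the dispensed reagent) was pre-reduced with 400 uM NADPH for 5 min at room temperature, then incubated with compound for 15 min. After 400 uM selenite was added, NADPH fluorescence (Ex 340/Em 450 nm) was followed for 8 min.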
# Pin1 inhibitor: blocks the human prolyl isomerase Pin1. Q13526. Pin1 FP peptide displacement, HiFluor488, 10 min. Potency, µM (highest dose often 115 µM), for inactives: at the highest dose activity, negative = inhibition, hits mostly inhibitors. 390,000 compounds, 0.009% hits. AID 504891; active means well fitted inhibition curve with a large enough effect in the polarisation, with a control signal flat, not every such curve was filed as active; inconclusive means small, poorly fitted or top-dose-only effect, or effect the other way, or a change in a side signal; inactive means no such curve, though single readings can be large or run the other way; the % refers to the polarisation; further: on the % scale 0 is the no-effect control and ±100 the full control effect
# HP1b binding inh: HP1-beta chromodomain-methylated histone interaction inhibition | Potency, µM (doses to about 114 µM), inactives show top-dose activity change, negative = inhibition, usual class: inhibitors | P83916 | AlphaScreen HP1-beta / biotin-H3K9me3 peptide binding | 390,000 compounds, 0.56% hits | AID 540317; further: nearly all actives have a fitted effect of over 70% in size; inactives centre near 23
#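 AlphaScreen: HP1-beta (50 nM) preformed 30 min with biotin-H3(1-18)K9me3 peptide (50 nM) in PBS pH 7.4, 0.01% Tween-20. Compound added for 30 min at RT, then streptavidin donor/nickel chelate acceptor beads (10 ug/mL) for 30 min.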
# JMJD2A Tudor: blocks the human JMJD2A Tudor domain; 390,000 compounds, 4.4% hits; O75164; Potency, µM (top dose mostly 114 µM), without a hit: at the top dose activity change, negative = inhibition, usual class: inhibitors; AlphaScreen JMJD2A-Tudor / H3K4me3 peptide binding; AID 504339; further: on the % scale 0 is the no-effect control and ±100 the full control effect; nearly all actives have a fitted effect of over 50% in size
# RGS4 inh: blocks human RGS4-accelerated GTP hydrolysis; P49798; 390,000 compounds, 0.039% hits; Transcreener GDP fluorescence polarization, RGS4-accelerated GTP hydrolysis; Potency, µM (highest dose often 114 µM), inactives show top-dose activity change, negative = inhibition, most hits filed as inhibitors; further: on the % scale 0 is the no-effect control and ±100 the full control effect; nearly all actives have a fitted effect of over 75% in size; some results filed as inactive show a strong effect at the top dose
#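 MLSMR compounds (23 nl, pin-transferred) preincubated 10 min at room temperature with a 500nM (2x) first reagent, then RGS4 at 900nM (2x) plus Transcreener GDP mix added; fluorescence polarization (620/688 nm) read before and after 90 min at 30 °C.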
# PGK inhibitor: inhibitors of T. brucei phosphoglycerate kinase; P07378; PGK/GAPDH coupled, Kinase-Glo luminescence, 60 min; Potency, µM (doses to about 57.5 µM), for the others: top-dose activity change, negative = inhibition, actives largely listed as inhibitors; 380,000 compounds, 0.043% hits; AID 602233; further: on the % scale 0 is the no-effect control and ±100 the full control effect; nearly all actives have a fitted effect of over 60% in size
# Target sequence (P07378 whole entry, looked up): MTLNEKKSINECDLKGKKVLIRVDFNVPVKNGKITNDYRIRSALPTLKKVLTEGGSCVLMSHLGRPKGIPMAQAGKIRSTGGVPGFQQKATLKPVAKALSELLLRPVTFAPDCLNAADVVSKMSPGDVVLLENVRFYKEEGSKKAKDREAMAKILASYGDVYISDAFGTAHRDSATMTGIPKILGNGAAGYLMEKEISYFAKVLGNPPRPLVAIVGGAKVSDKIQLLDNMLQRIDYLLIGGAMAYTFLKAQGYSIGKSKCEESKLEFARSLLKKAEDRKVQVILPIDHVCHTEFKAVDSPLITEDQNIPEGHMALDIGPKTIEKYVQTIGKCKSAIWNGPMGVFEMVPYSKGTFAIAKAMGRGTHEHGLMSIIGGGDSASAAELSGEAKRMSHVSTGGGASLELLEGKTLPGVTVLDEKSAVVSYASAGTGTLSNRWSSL
#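 Luminescent ATP detection (Kinase-Glo Plus) follows a 60-minute room-temperature incubation, with wells lacking PGK as controls. Buffer: 100 mM TEA (pH 7.6), 5 mM MgCl2, 0.01% Tween-20. Coupling enzyme GAPDH (100 nM final) supplies unstable 1,3-BPG in-well.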
# ALOX12 inh: blocks human arachidonate 12S-lipoxygenase; P18054; purified 12hLO, xylenol orange hydroperoxide absorbance; Potency, µM (top dose mostly 108 µM), for inactives: top-dose activity change, negative = inhibition, actives largely listed as inhibitors; 580,000 compounds, 1.1% hits; further: on the % scale 0 is the no-effect control and ±100 the full control effect
#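 Purified human 12hLO at 150 nM in 25 mM Hepes, 0.01% Triton X-100, pH 7.0, preincubated 15 min at room temperature with compound. Reaction started with 40 uM arachidonic acid, 30 min at room temperature. Hydroperoxide measured by Fe-xylenol orange, 573/405 nm absorbance ratio.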
# ERG Ets-DNA blk: ERG Ets/DNA interaction inhibition | 370,000 compounds, 0.028% hits | P11308 | fluorescence polarization, His-ERG Ets domain / labelled DNA | Potency, µM (top dose mostly 76.9 µM), without a hit: top-dose FP activity, negative = inhibition, usual class: inhibitors; active means well fitted inhibition curve with a large enough effect in the polarisation, with a control signal flat; inconclusive means small, poorly fitted or top-dose-only effect, or effect the other way, or a change in a side signal; inactive means no such curve, though single readings can be large or run the other way; the % refers to the polarisation;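 further: polarization taken with two DNA probes labelled with fluorescein and Texas red; % of control where 0% means no effect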
#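 His-tagged ERG Ets domain (1 uM in the protein solution; 300mM KCl, 50mM Tris-HCl, 1mM EDTA, 1mM DTT, pH 7.5) received compound, then a probe mix of 5 nM fluorescein-DNA and 100nM Texas-615-DNA. Fluorescence polarization was read for both dyes.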
# GLS inh: blocks human kidney-isoform glutaminase activity; O94925; Potency, µM (highest dose often 45.5 µM), without a hit: at the top dose activity change, negative = inhibition, hits mostly inhibitors; 410,000 compounds, 0.21% hits; GLS enzymatic activity, qHTS titration; further: on the % scale 0 is the no-effect control and ±100 the full control effect
#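 hKGA in 45 mM KH2PO4 (pH 8.2), 0.02% Tween-20 with compound, then 1mM L-Glutamine (stock as added) plus glutamate oxidase/HRP/Amplex red coupling mix. Fluorescence read initially and after 30 min at RT; signal change reflects glutamate formation.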
# * marks the source's active call; other numbers are inactive results; i = inactive; ? = inconclusive; nt = not tested or not shown; [ ] = remark or other dose. Unless noted, the call rests on the fitted dose curve; in most records, active means well fitted curve in the direction sought with a large enough effect; inconclusive means small, poorly fitted or top-dose-only effect, or another doubt; inactive means no such curve, though single readings can be large; an effect the other way counts as inactive or inconclusive. Potency means the concentration at half of the fitted maximal effect. This is a subset; count on the stated rates, not on these rows.
No.	SMILES	TrxR1 inh	Pin1 inhibitor	HP1b binding inh	JMJD2A Tudor	RGS4 inh	PGK inhibitor	ALOX12 inh	ERG Ets-DNA blk	GLS inh
1	CCNC(=O)NC1c2ccccc2CSc2ccccc21 (stereo not given)	3%	2%	-1%	-11%	3%	0%	427%[activator]	10%	4%
2	CCOc1cc(C(N)=O)cc(Cl)c1OCc1ccccc1	7%	-6%	24%	-12%	-17%	4%	-7%	-1%	-2%
3	COc1ccc(N(C(=O)c2snc(C(N)=O)c2N)C(CC(C)C)C(=O)NCC2CCCO2)cc1 (stereo not given)	4%	3%	36%	-12%	-9%	10%	6%	2%	-4%
4	Cc1cc(SCn2nnc3ccccc3c2=O)nc2ccccc12	-4%	-2%	33%	5%	10%	-4%	-1%	-3%	10%
5	O=C(NCCC1=CCCCC1)C1CCC(=O)N(Cc2cccc(C(F)(F)F)c2)C1 (stereo not given)	1%	-2%	28%	-9%	-5%	-10%	13%	-4%	0%
6	CC(C)[C@H](NC(=O)N1CC(=O)Nc2ccccc21)C(=O)N1CCC[C@@H]1C(=O)O	-2%	-4%	31%[activator]	-4%	-6%	i	-10%	11%	3%
7	CC1(C)C(C=C(Cl)Cl)C1C(=O)N/N=C/c1ccccc1F (stereo not given)	17%	-6%	35%	-1%	-21%	-2%	16%	10%	-5%
8	CCn1c(=O)c(C(=O)NNS(=O)(=O)c2ccc(C)cc2)c(O)c2ccccc21	9%	-3%	34%	-1%	12%	0%	-6%	-2%	-14%
9	CC(=O)N1N=C(c2cccs2)CC1c1ccc(C)o1 (stereo not given)	2%[57.1 µM]	0%	7%	0%	-3%	i	-6%	6%	0%
10	O=C1C=C(c2ccccc2)CC(c2ccc(F)cc2)C1 (stereo not given)	6%[57.1 µM]	-4%	63%[activator]	-11%	5%	-7%	2%	-5%	2%
11	c1ccc(-c2oc3ncnc(NCCCN4CCOCC4)c3c2-c2ccccc2)cc1	?	10%	-23%	?	-44%	-7%	?	7%	-4%
12	COc1ccc(C2OC3=C(Nc4cc(C)c(C)cc4N3)C2=O)cc1 (stereo not given)	6%[2.29 µM]	2%	45%[activator]	-11%	-11%	3%	?	2%	-1%
13	O=C(CSc1nnnn1C1CCCCC1)NCc1cccs1	1%	1%	28%	-5%	4%	8%	-15%	-5%	-1%
14	O=C(c1cccc(N2CCCC2=O)c1)N1CCN(c2ccc(F)cc2)CC1	17%	-4%	29%	7%	-11%	-10%	2%	-6%	16%
15	COc1ccc(NC(=O)CSc2ncccc2C(=O)O)cc1OC	5%[57.1 µM]	-1%	21%	-10%	-25%	8%	-4%	-4%	2%

# Looked up above.
# no. 7 in ALOX12 inh: 16%
# no. 6 in HP1b binding inh: 31%[activator]
# no. 14 in RGS4 inh: -11%

# Other results follow.
No.	SMILES	TrxR1 inh	Pin1 inhibitor	HP1b binding inh	JMJD2A Tudor	RGS4 inh	PGK inhibitor	ALOX12 inh	ERG Ets-DNA blk	GLS inh
16	Cc1cccc(CN2CCN(C3CCCC3)C(CCO)C2)n1 (stereo not given)	-7%	-4%	35%	6%	-21%	-7%	0%	-17%	0%
17	CCn1c(SCC(=O)Nc2ccccc2N2CCOCC2)nnc1-c1ccccc1	0%	-11%	8%	-17%	27%	-9%	-1%	13%	-1%
18	Cc1cc(=O)oc(C)c1C(=O)NCCNC(=O)c1c(C)cc(=O)oc1C	-14%	1%	18%	-14%	15%	i	16%	8%	7%
19	CNC(=O)c1nnn(Cc2ccccc2)c1NC(=O)C(F)(F)F	5%	1%	51%[activator]	-14%	-20%	1%	?	2%	1%
20	Cc1cccc(-n2c(=O)c3c(c4cc(C)ccc4n3C)n(CC(=O)Nc3ccc(C)cc3C)c2=O)c1	13%	0%	44%[activator]	2%	-3%	-9%	-19%	5%	-2%
21	COC(=O)c1cn(C(=O)c2cc(OC)c(OC)c(OC)c2)c2ccccc12	18%	3%	39%[activator]	1%	0%	-5%	-1%	2%	-4%
22	COC(=O)c1ccc(COc2cccc3c2CCN(Cc2cccc(C)c2)C3=O)o1	8%	99%[activator]	19%	-22%	-4%	0%	21%	0%	2%
23	O=C(Nc1ccc(N2C(=O)C3C4C=CC(C4)C3C2=O)cc1)Nc1nncs1 (stereo not given)	1%	3%	23%	-17%	6%	0%	11%[57.4 µM]	14%	-6%
24	Nc1c(N=Nc2ccccc2F)c(=O)[nH]n1-c1ccccc1	11%	-1%	10%	?	?	-10%	180%[activator]	-1%	2%
25	Cc1ccc(-n2nc3ccc(N)cc3n2)c(C)c1	28%	1%	-2%	-24%	-24%	-10%	-30%	24%	9%
26	C=CCN(CC=C)C(=O)c1cccc(OC2CCN(CC(C)(C)C)CC2)c1	-4%	-2%	38%	6%	-29%	-10%	-1%	6%	9%
27	CCCc1cc(=O)[nH]c(Nc2ccc(O)cc2)n1	15%	-5%	14%	-7%	12%	i	21%	-15%	50%[activator]
28	Cc1cc(C)cc(-c2nnc(SCC(=O)NCC3CCCO3)o2)c1 (stereo not given)	9%	6%	33%[57 µM]	5%	-24%	i	19%	-2%	18%
29	O=C(ONC1=NCCCCC1)c1ccc(Cl)cc1	9%[57.1 µM]	-2%	24%	7%	3%	-2%	11%	11%	1%
30	COc1cccc(CNC(=O)CCCN2C(=O)CCn3nc(-c4cccn4C)cc32)c1	11%[57.1 µM]	7%	5%[57 µM]	-28%	-14%	-9%	-24%	0%	6%

# Four records picked at random from those above:
No.	SMILES	TrxR1 inh	Pin1 inhibitor	HP1b binding inh	JMJD2A Tudor	RGS4 inh	PGK inhibitor	ALOX12 inh	ERG Ets-DNA blk	GLS inh
17	CCn1c(SCC(=O)Nc2ccccc2N2CCOCC2)nnc1-c1ccccc1	0%	-11%	8%	-17%	27%	-9%	-1%	13%	-1%
7	CC1(C)C(C=C(Cl)Cl)C1C(=O)N/N=C/c1ccccc1F (stereo not given)	17%	-6%	35%	-1%	-21%	-2%	16%	10%	-5%
22	COC(=O)c1ccc(COc2cccc3c2CCN(Cc2cccc(C)c2)C3=O)o1	8%	99%[activator]	19%	-22%	-4%	0%	21%	0%	2%
8	CCn1c(=O)c(C(=O)NNS(=O)(=O)c2ccc(C)cc2)c(O)c2ccccc21	9%	-3%	34%	-1%	12%	0%	-6%	-2%	-14%

# More entries follow.
No.	SMILES	TrxR1 inh	Pin1 inhibitor	HP1b binding inh	JMJD2A Tudor	RGS4 inh	PGK inhibitor	ALOX12 inh	ERG Ets-DNA blk	GLS inh
31	CCCn1nc2cc(C(=O)NCc3ccc(OC)cc3)ccc2c1OCC	10%	0%	55%[activator]	-18%	-26%	0%	?	-9%	10%
32	CCOc1ccc2nc(N3CCCC(C(=O)NCc4ccccc4Cl)C3)sc2c1 (stereo not given)	12%	-1%	39%[activator]	-4%	-12%	-8%	8%	-3%	-5%
33	CCN1CCN(c2ccc(NC(=O)COc3ccccc3Cl)cc2)CC1	19%[57.1 µM]	-1%	16%	-18%	42%	-7%	0%	-5%	49%[activator]
34	CCOCCc1nnc(NC(=O)C(CC)c2ccccc2)s1 (stereo not given)	4%	3%	33%	2%	2%	-7%	4%	1%	8%
35	COc1ccc2c(C)c(CCC(=O)NCCc3ccccc3)c(=O)oc2c1	14%	-1%	33%	-7%	26%	3%	-16%	-1%	15%
36	COc1ccc(CCc2c[nH]c(=O)c3cncnc23)cc1OC	8%	-2%	1%	-31%	30%	nt	nt	nt	nt
37	COc1ccccc1N1CCN(C(=O)c2cc(S(=O)(=O)N3CCC(C)CC3)cn2C)CC1	15%[57.1 µM]	?	25%[57 µM]	-10%	-17%	-7%	-3%	-5%	17%
38	Nc1cc(Cl)ccc1C(=O)OCC(=O)NC1CCCCC1	22%[57.1 µM]	4%	31%	11%	1%	4%	-1%	10%	-17%
39	CCOC(=O)CSc1ccc2nnc(-c3ccncc3)n2n1	20%	-8%	89%[activator]	-8%	-2%	-6%	25%	0%	-3%

# Molecules above that have a thiophene ring, fused or not (2):
No.	SMILES	TrxR1 inh	Pin1 inhibitor	HP1b binding inh	JMJD2A Tudor	RGS4 inh	PGK inhibitor	ALOX12 inh	ERG Ets-DNA blk	GLS inh
9	CC(=O)N1N=C(c2cccs2)CC1c1ccc(C)o1 (stereo not given)	2%[57.1 µM]	0%	7%	0%	-3%	i	-6%	6%	0%
13	O=C(CSc1nnnn1C1CCCCC1)NCc1cccs1	1%	1%	28%	-5%	4%	8%	-15%	-5%	-1%
